14-3-3 PPI = modulators of human 14-3-3 gamma - Raf peptide interaction; inhibition, % at 40 µM; 160,000 compounds, 0.19% hits; P61981; FP, 14-3-3gamma / TMR-pS259-Raf peptide binding; in the data active = inhibition above about 30%;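 also: 0% = protein plus tracer without compound and 100% = blank with tracer alone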
Target sequence (P61981 whole entry, looked up): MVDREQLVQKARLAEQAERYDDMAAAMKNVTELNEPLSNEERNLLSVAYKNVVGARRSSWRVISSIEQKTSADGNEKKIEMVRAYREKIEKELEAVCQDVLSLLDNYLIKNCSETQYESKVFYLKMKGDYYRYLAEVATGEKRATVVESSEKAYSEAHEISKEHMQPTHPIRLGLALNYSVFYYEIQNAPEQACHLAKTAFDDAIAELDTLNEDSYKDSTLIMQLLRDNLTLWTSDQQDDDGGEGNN
Starred values were filed as active, the others as inactive; & = joins results of further samples. This is a subset; rates above refer to the full screens.

compound	14-3-3 PPI
CN(C)CCCN1C(=O)C(O)=C(C(=O)c2cccs2)C1c1ccccn1 (stereo unspecified)	-3.1
CSc1ccc(NC(=O)CC(C)=O)cc1	-9.4
CCc1ccc(C2Nc3ccc(C(=O)O)cc3C3C=CCC32)cc1 (stereo unspecified)	-169.5
Cc1cccc2nc(=S)n(C(=O)c3ccco3)n12	-2.9&-4.4
Cc1cc(C)c2oc(-c3cc(NC(=O)c4ccc(F)cc4)ccc3Cl)nc2c1	-135.5
Cc1ccc(-c2cc(C(=O)N3CCC(Cc4ccccc4)CC3)c3ccccc3n2)o1	-59.4
Clc1ccc(-c2csc(N3CCSCC3)n2)cc1	4.5
Brc1ccc(CSc2ncnc3nc[nH]c23)cc1	-1.6
CCN1CCN(c2cc(C)c3cc(NC(=O)c4cnccn4)ccc3n2)CC1	-3.8
O=C(CSc1ncn[nH]1)c1ccc(F)cc1	4.6

compound	14-3-3 PPI
CCCCNCC(O)CNCC (stereo unspecified)	-0.8
CC(=O)c1cc2ccc(O)cc2oc1=O	-44.3
CC(=O)N1CCc2cc(Br)cc(S(=O)(=O)CCC(=O)NCCC(C)C)c21	-4.3
Cc1ccc(C)c(CN2C(=O)C(C)Oc3ccc(C)cc32)c1 (stereo unspecified)	-3.2
CC(C)(C)n1cnc2cc(NCc3ccncc3)ccc21	6.2
Cc1ccccc1NC(=O)C1CC(=O)N(c2ccccc2F)C1 (stereo unspecified)	-9.6
COC(=O)C1CCN(C(=O)COc2ccc(Cl)cc2)CC1	-8.7
CC(=O)Nc1ccc(Nc2ccccc2)c2c1C(=O)c1ccccc1C2=O	-15.5
CCc1cccc(NS(=O)(=O)c2ccc3[nH]c(=O)c(=O)[nH]c3c2)c1	-11.5
O=C(CCCn1c(=O)[nH]c2ccsc2c1=O)N1CCC(Cc2ccccc2)CC1	1.2

compound	14-3-3 PPI
CC1=NC2(CCCc3c2no[n+]3[O-])N(O)C1(C)C (stereo unspecified)	2.6
CCCC1CCC(C(=O)Nn2cnc3ccccc3c2=O)CC1 (stereo unspecified)	-0.9
CCCc1cc(=O)n2[nH]c(NCc3ccc(Cl)cc3Cl)nc2n1	-8.7
CC(C)(C)NC(=O)C(c1ccncc1)N(C(=O)CNC(=O)c1ccco1)c1ccc2c(c1)OCO2 (stereo unspecified)	-5.6
CC(=O)Nc1ccccc1-c1nc2ccc(C(=O)N3CCN(c4ccccc4)CC3)cc2[nH]c1=O	-3.7
O=C(NCc1ccc(F)cc1)c1ccc(Cn2c(=O)[nH]c3ccsc3c2=O)cc1	-3.1
CCOC(=O)c1c(NC(=O)Cn2c(C)nc3ccccc32)sc2c1CCC2	-10.2
Cc1ccc(S(=O)(=O)N2CCC(C(=O)Nc3ccc4c(c3)OCCO4)CC2)cc1	2.5
COc1cc(Nc2cc(NCCO)c([N+](=O)[O-])c3nonc23)cc(OC)c1OC	4.3
O=C(CSc1nnc(-c2ccc3c(c2)OCCO3)o1)NC1CCCCC1	-18.2

compound	14-3-3 PPI
Cc1ccc(S(=O)(=O)NCC(=O)N2CCC(C)CC2)cc1	2.9&-1.9
O=c1c2cccnc2[nH]c(=S)n1CCCN1CCCC1	-8.6
CCN(Cc1ccccc1)S(=O)(=O)c1cc(C(=O)Nc2cccc(C)c2)ccc1F	3.9
O=C(Nc1nc(-c2ccc(S(=O)(=O)N3CCCC3)cc2)cs1)C1COc2ccccc2O1 (stereo unspecified)	-22.4
COc1c(N)c2ccccc2[nH]c1=O	-7.1&-1.7
COc1cc2c(cc1O)CC[C@@H]1[C@@H]2CC[C@]2(C)[C@@H](O)CC[C@@H]12	-3.4
COc1cc(NC(=O)Cc2ccc(Cl)cc2)ccc1NC(=O)c1cc2ccccc2o1	-9.5
N#Cc1ccc(N2C(=O)C=CC2=O)cc1	-69.5
Cc1[nH]c2ccccc2c1CCNC(=O)C1CC=CCC1C(=O)O (stereo unspecified)	-21.1
CCOc1ccc(S(=O)(=O)N2CCOCC2)cc1-c1nc2c(C(C)(C)C)nn(C)c2c(=O)[nH]1	-11.2

compound	14-3-3 PPI
CCN(CC)C(=O)CN(C)S(=O)(=O)c1cccc2nsnc12	-15.4
COc1ccc(Cl)cc1Nc1nc(-c2cc3cc(Br)ccc3oc2=O)cs1	-10.9
Cc1nc(SCC(=O)N(C)Cc2ccco2)c2c(C)c(C)sc2n1	-8.3
COc1ccc(-c2nnc(NC(=O)c3ccc(S(=O)(=O)N4CCCC4)cc3)s2)c(OC)c1	0.7
COc1cc([N+](=O)[O-])cc(C=Nc2ccc3oc(-c4ccccc4Br)nc3c2)c1O	-42.9
Nc1ccc(C2CCCc3nonc32)c2nonc12 (stereo unspecified)	-6.1
O=C(Nc1nnc(-c2ccc3c(c2)OCO3)s1)c1ccccc1Cl	-7.3
Cc1cccc(NC(=O)CSc2ncn[nH]2)c1C	-3.5
O=C1C(Cl)=C(Nc2ccccc2O)C(=O)N1c1cccc(C(F)(F)F)c1	-13.5
O=C(CCSc1nc(-c2ccc3c(c2)OCO3)cc(C(F)(F)F)n1)N1CCSCC1	-2.4

compound	14-3-3 PPI
O=C(Cn1cnc2scc(-c3ccccc3)c2c1=O)NCCC1=CCCCC1	1.8
CSc1ccc(C2C=C(c3ccc(Cl)cc3)Nc3ncnn32)cc1 (stereo unspecified)	-25.1
CCCC1OCC2(COC(=O)c3ccccc3)C(C)C=C(C)C1C2C (stereo unspecified)	2.5
COc1ccc(-c2noc(C34CC5CC(CC(C5)C3)C4)n2)cc1OC	-20.5
CC1CCCN(c2nc3c(c(=O)n(C)c(=O)n3C)n2CCSc2nc3ccccc3o2)C1 (stereo unspecified)	-1.3
Cn1c(-c2ccc(Br)cc2)cc(-c2ccccc2)c(-c2ccccc2)c1=O	-7.4
O=C(c1ccco1)N1CCN(C(=O)C2CCCN(S(=O)(=O)Cc3ccccc3)C2)CC1 (stereo unspecified)	-0.4
COc1ccc(C(=O)COC(=O)CCN=C2NS(=O)(=O)c3ccccc32)cc1OC	1.6
COC(=O)C(CCCCNC(=O)OCc1ccccc1)NC(=O)CN (stereo unspecified)	-0.4
CC(=O)Nc1ccc(S(=O)(=O)N2CCN(S(=O)(=O)N3CCCCCC3)CC2)cc1	10.3

compound	14-3-3 PPI
Cc1cc(OCCn2cc(C(=O)C(F)(F)F)c3ccccc32)ccc1Cl	-8.8
COc1ccc(NC(=O)c2ccc3c(=O)n(Cc4ccco4)c(=S)[nH]c3c2)c(OC)c1	-1.0
NC(=O)CSc1nc2sc3c(c2c(=O)n1CCc1ccccc1)CCC3	-2.2
CCCC(=O)N(Cc1cc2cc(C)ccc2[nH]c1=O)c1ccccc1OC	-3.8
COCC(O)CN1CCN(c2ccccc2[N+](=O)[O-])CC1 (stereo unspecified)	-4.9
COc1ccc(NC(=O)N2CCC(c3nc(-c4cccs4)no3)CC2)cc1	-7.2
CCCN(CCC)S(=O)(=O)c1ccc(C(=O)N2CCC(=O)c3ccccc32)cc1	1.2
CCOc1ccc(CNC(=O)C2c3ccccc3C(=O)N3CCc4ccccc4C23)cc1 (stereo unspecified)	-7.9
CCCCCCc1ccc(C(=O)Nc2cc3cc([N+](=O)[O-])ccc3oc2=O)cc1	-1.4
Cc1cc(-n2c(SCC(=O)NCc3cccs3)nc3[nH]ncc3c2=O)ccc1Cl	0.1

compound	14-3-3 PPI
CCn1cc(C(=O)N(CC2CC=CCC2)CC2CCCO2)c(=O)c2cc(S(=O)(=O)N3CC(C)CC(C)C3)ccc21 (stereo unspecified)	-1.9
CCc1cccc2c(=O)c(C(=O)NCCN3CCOCC3)c[nH]c12	-6.1
CCC1CCCCN1S(=O)(=O)c1ccc2[nH]c(=O)cc(C(=O)NCc3ccccc3)c2c1 (stereo unspecified)	-6.1
CCc1cccc(CC)c1NC(=O)c1cc(S(=O)(=O)N2CCN(c3ccccc3F)CC2)ccc1F	-3.1
CCc1nnc(SCc2cn3c(C)cc(C)nc3n2)n1N	-0.5
CCCCCOC(=O)C1=C(C)NC(=O)NC1c1cc(Br)ccc1OC (stereo unspecified)	-3.8
CC12c3ccccc3C(c3ccccc31)C1C(=O)N(c3ccc(Cl)cc3[N+](=O)[O-])C(=O)C12 (stereo unspecified)	-6.2
Cc1cccc(-c2nc3cc(NCc4cc(I)cc(C)c4O)ccc3o2)c1	-8.2
COc1ccc(-c2cc(C(=O)Nc3ccccn3)c3ccccc3n2)cc1OC	1.6
CCc1ccc2nc(N3CCC(C(=O)NCC4CCCO4)CC3)sc2c1 (stereo unspecified)	2.6

Reprinted from the listing, 4 compounds:
compound	14-3-3 PPI
CCCCCOC(=O)C1=C(C)NC(=O)NC1c1cc(Br)ccc1OC (stereo unspecified)	-3.8
CC12c3ccccc3C(c3ccccc31)C1C(=O)N(c3ccc(Cl)cc3[N+](=O)[O-])C(=O)C12 (stereo unspecified)	-6.2
Cc1cccc(-c2nc3cc(NCc4cc(I)cc(C)c4O)ccc3o2)c1	-8.2
COc1ccc(-c2cc(C(=O)Nc3ccccn3)c3ccccc3n2)cc1OC	1.6

(listing goes on)
compound	14-3-3 PPI
Cc1ccc(N2C(=O)c3ccc(C(=O)OCC(C)C)cc3C2=O)cc1C	4.2
O=C(O)c1cc([N+](=O)[O-])ccc1NCc1cccnc1	1.8
COc1ccc(C(=O)CCN(C)CC(=O)O)cc1	-1.7
O=C(NCc1cccs1)c1cc2nc(-c3cccs3)cc(C(F)(F)F)n2n1	-10.8
Cc1cc(C)n2nnnc2c1C#N	-1.0&8.9
O=C(c1cccc(F)c1)N1CCN(c2cc(N3CCCCC3)c(F)cc2[N+](=O)[O-])CC1	-12.4
O=C1CSC(c2cccc(Br)c2)N1c1ccc2ccccc2c1 (stereo unspecified)	-0.8
O=C(Nc1c2c(nn1-c1ccc(F)cc1)CS(=O)C2)C1(c2ccc(Cl)cc2)CCCC1 (stereo unspecified)	-5.6
COc1ccc(CCNc2cc(N3CCN(S(C)(=O)=O)CC3)ccc2[N+](=O)[O-])cc1OC	-13.7
Cc1cc(C)n(S(=O)(=O)c2cccc(Cl)c2Cl)n1	3.5

compound	14-3-3 PPI
COc1ccc(C(C(=O)NC2CCCCC2)N2CCCC(C)C2)cc1 (stereo unspecified)	0.9
CCOc1cc(C(=S)N2CCCCC2)ccc1OC(=O)c1ccc([N+](=O)[O-])cc1	4.5
CCCCn1c(CCCNC(=O)c2ccc(Cl)cc2)nc2ccccc21	1.4
COC(=O)C1=CN(c2cccc(C(F)(F)F)c2)C=C(C(=O)OC)C1c1cc(OC)c(OC)c(OC)c1	3.7
CCN1c2ccc(CNc3ccc(F)cc3)cc2C(C)=CC1(C)C	-59.6
Cc1ccc(Cn2c(C(=O)NCCCN3CCOCC3)cc3sccc32)cc1	2.9
COC(=O)c1nnn(CC(=O)Nc2cccc(Cl)c2)c1C(=O)OC	-3.8&1.5
COc1ccc(Cn2c(=O)oc3ccccc32)cc1OC	15.9
CCOC(=O)c1[nH]c(C)c(C(=O)NCc2ccc(OC)cc2)c1C	-5.8
COc1ccc(CC(=O)N2CC(=O)Nc3ccc(Cl)cc3C2c2ccc(F)cc2)cc1OC (stereo unspecified)	-15.1

compound	14-3-3 PPI
CCn1c(SCC(=O)NCCc2ccc(OC)c(OC)c2)nc2c1c(=O)n(C)c(=O)n2C	-2.8
Brc1cc2c(cc1Cn1c(-c3cncs3)nc3ccccc31)OCO2	9.4
CCCCOC(=O)CCNc1n[nH]c(=O)[nH]c1=O	2.8
CCCCNC(=O)CCCn1c(=O)[nH]c2ccsc2c1=O	-3.0
COc1ccc(NC(=O)CSc2nc3nc(C)cc(C)n3n2)c(OC)c1	-15.5
N#Cc1c(N=CN2CCCCC2)sc2c1CCCCC2	-3.2
CCn1c(CC(=O)Nc2cccc(OC)c2)nnc1SCC(=O)Nc1nccs1	12.8
CCOC(=O)c1sc2ncn(C(C)C(=O)OCC)c(=O)c2c1C (stereo unspecified)	-7.5
CC(=O)Nc1cccc(NC(=O)c2cn(C)c(=O)c3ccccc23)c1	3.8
O=C(CSc1nnc(CNC(=O)c2cccs2)o1)Nc1ccc2c(c1)OCCO2	-1.0

compound	14-3-3 PPI
O=C(NCC1COc2ccccc2O1)C1C2C=CC3(CN(Cc4cccs4)C(=O)C13)O2 (stereo unspecified)	-7.7
Cc1cc(N2CCC(C)CC2)nc2ccc(NC(=O)CCC(=O)N3CCN(C)CC3)cc12	-15.0
O=C(CCSc1nc(-c2ccc3c(c2)OCO3)cc(C(F)(F)F)n1)N1CCCCCC1	-0.9
O=C1Nc2ccc(Br)cc2C(O)(C(=O)NCCCN2CCCCC2)N1c1ccc(Cl)cc1 (stereo unspecified)	-6.0
O=C(Nc1ccccc1Br)C12CC3CC(C1)CC(C(=O)Nc1ccccc1Br)(C3)C2	6.0
Cc1cc(C#N)c(NC(=O)c2ccco2)s1	-11.4
COc1cccc(-c2cc(C(F)(F)F)n3ncc(C(=O)O)c3n2)c1	13.8
CCCNc1nc(C(Cl)(Cl)Cl)nc2ccccc12	-4.8
COc1ccc(CNS(=O)(=O)c2ccc(F)c(C(=O)Nc3ccc(C)c(Cl)c3)c2)cc1	-1.7
CN(C)C(=O)CSc1nc2ccccc2[nH]1	-4.3

compound	14-3-3 PPI
Cn1c(=NC(=O)c2cc(=O)c3ccccc3o2)sc2cc([N+](=O)[O-])ccc21	2.3
N#Cc1cc2ccccc2nc1SCC(=O)Nc1ccc(S(=O)(=O)N2CCCC2)cc1	2.9
CCc1cc(C)cc(OCCNC(=O)c2ncn[nH]2)c1	-10.7
CCOc1ccccc1NC(=O)c1cnc(Nc2ccc(C)c(Cl)c2)c2ccccc12	-2.3
COCCn1cc(C(=O)N2CCC(Cc3ccccc3)CC2)c2c3ccccc3n(C)c2c1=O	7.9
CN1CCN(C(=O)Cn2nc(-c3ccc(Cl)cc3)ccc2=O)CC1	1.8
COc1cccc(C2CC(c3ccc(Cl)cc3)=NC(c3ccccc3F)N2)c1O (stereo unspecified)	2.6
O=C1c2oc3ccc(F)cc3c(=O)c2C(c2ccccc2)N1CC1CCCO1 (stereo unspecified)	-11.3
